Screening data from PubChem.
S1P1 ag-PAM – agonists and agonism potentiators of human S1P1 receptor. S1P1 CRE-bla cells, forskolin, beta-lactamase FRET, potentiator mode; S1P1 agonist co-added at EC20, 2 nM; 100% = saturating reference agonist, 0% = basal. P21453. activation, % at 9.5 µM. 56,000 compounds, 0.57% hits;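 active = activation above a cutoff set at the mean activation of all tested compounds plus 3 SD, cut at about 54% in these data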;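 also: forskolin at 4 µM as EC80 and the EC20 agonist is SEW2871; 100% = SEW2871 at its EC100 plus forskolin at EC80; some compounds past the cut are filed as inactive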
A340 absorber – compounds absorbing at 340 nm; compound absorbance at 340 nm, fold over control; fold change at 10 µM; 65,000 tested, under 10 active; AID 708;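 active = at 10 µM dose, initial 340 nm absorbance at least 2 fold that of control wells; inactive = change under 2 fold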;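 also: initial absorbance extrapolated from kinetic A340 decline of NADH oxidation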
HTR1E antagonist – 5-HT1E (human) receptor antagonism; P28566; CHO 5-HT1E Ga15 NFAT-bla reporter, FRET, antagonist; 65,000 compounds, 0.99% hits; inhibition, % at 6 µM; AID 571;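 active = inhibition above a set limit, the mean inhibition across every tested compound plus 3 SD, cut at about 29% in these data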;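 also: signal is the 460 over 535 nm emission ratio of beta-lactamase substrate; 0% = agonist plus DMSO wells and 100% = wells without agonist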
Target sequence (P28566 whole entry, looked up): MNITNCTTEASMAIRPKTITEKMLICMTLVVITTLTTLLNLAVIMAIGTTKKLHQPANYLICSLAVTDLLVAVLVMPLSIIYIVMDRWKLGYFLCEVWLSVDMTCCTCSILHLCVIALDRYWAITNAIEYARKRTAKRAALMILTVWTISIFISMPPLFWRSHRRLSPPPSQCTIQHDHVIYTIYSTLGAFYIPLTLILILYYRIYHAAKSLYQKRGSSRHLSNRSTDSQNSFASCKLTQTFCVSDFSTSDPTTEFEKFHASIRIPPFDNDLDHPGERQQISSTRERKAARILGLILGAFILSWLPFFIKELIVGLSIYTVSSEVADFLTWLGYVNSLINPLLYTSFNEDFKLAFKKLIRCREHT
S1P3 agonist – S1P3 (human) receptor agonism; activation, % at 4.5 µM; Q99500; 60,000 compounds, 0.1% hits; S1P3 NFAT-BLA reporter cells, FRET ratio; relative to 1 µM S1P, basal subtracted;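 active = activation above the screen-wide mean plus 3 SD, cut at about 4.5% in these data, passing the limit was not always enough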; also: some compounds called inactive have numbers as strong as hits
Target sequence (Q99500 whole entry, looked up): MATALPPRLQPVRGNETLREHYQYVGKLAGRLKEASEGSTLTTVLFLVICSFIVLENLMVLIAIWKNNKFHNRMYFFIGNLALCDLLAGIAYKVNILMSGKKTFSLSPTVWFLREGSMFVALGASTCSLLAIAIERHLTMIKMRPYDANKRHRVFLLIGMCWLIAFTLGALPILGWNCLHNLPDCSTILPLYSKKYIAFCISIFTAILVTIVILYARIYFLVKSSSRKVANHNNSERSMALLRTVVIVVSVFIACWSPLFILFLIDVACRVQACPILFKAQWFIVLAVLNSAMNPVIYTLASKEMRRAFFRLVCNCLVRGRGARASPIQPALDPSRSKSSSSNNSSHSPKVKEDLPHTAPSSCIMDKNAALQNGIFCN
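Assay system: CHO cells stably expressing human S1P3, Gα16 and NFAT-β-lactamase reporter. Timing: overnight plating, 4 h compound 37 °C, 2 h substrate RT. Signal: β-lactamase FRET emission ratio 460/535 nm. Measure: percent activation versus median 1 µM S1P response, basal-subtracted, per plate. Repeats: primary screen single test, confirmation screen in triplicate.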
5-HT1A blocker – antagonists of human 5-HT1a serotonin receptor; inhibition, % at 10 µM; AID 612; CHO 5-HT1a Ga15 NFAT-bla reporter, antagonist mode; 62,000 compounds, 0.68% hits; P08908;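 active = inhibition above the mean of all tested compounds plus 3 SD, cut at about 43% in these data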;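 also: receptor stimulated by 5-CT agonist at 100 nM near EC80; beta-lactamase reporter measured by ratiometric fluorescence of a cleavable substrate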
Fluor 339 460 – intrinsic fluorescence of library compounds, ex339/em460 – biochemical, MLSMR library, data from DPM-DC assay, artefact control, profiling panel | compound autofluorescence, ex339/em460 nm, NADH buffer; stronger effect = higher value; 1 = no-compound wells, NADH background | fluorescence fold increase at 10 µM | 65,000 compounds, 5.5% hits | AID 709;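 active = at 10 µM, mean starting fluorescence two-fold or more over control wells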;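 also: signal is the first read of a kinetic run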
HTR1E agonist – activates the human 5-HT1E serotonin receptor | CHO 5-HT1E Ga15 NFAT-bla reporter, FRET; 0% DMSO wells, 100% control agonist wells | activation, % at 6 µM | 65,000 compounds, 0.69% hits | AID 574;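 active = activation above a set limit, the screen-wide mean activation plus 3 SD, cut at about 8.5% in these data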;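 also: 100% = positive control agonist at 1 µM giving full maximal response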
MMP-13 inhibitor – blocks human MMP13 activity. AID 570. inhibition, % at 4 µM. MMP-13 fTHP FRET cleavage, Mca fluorescence. 65,000 compounds, 0.07% hits;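 active = inhibition above the mean of compound-free control plate wells plus 3 SD, cut at about 14% in these data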;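 also: 0% = DMSO wells and 100% = wells with reference MMP-13 inhibitor after basal subtraction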
HER2 expr 66K – lowers expression of human Her2 kinase | P04626 | HER2 level % of control, % at 10 µM | 65,000 compounds, 0.69% hits | SKBR-3 HER2 protein level, AlphaScreen, 18-24 h; stronger effect = lower value;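 active = HER2 level under 5% of the carrier-only control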;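 also: 100% = DMSO carrier and 0% = 500 nM PU-H71 HSP90 inhibitor; lower value means stronger loss of Her2 protein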
* hit, by the source's call; x = not tested or not shown; [ ] = remark or other dose.

#	SMILES	S1P1 ag-PAM	A340 absorber	HTR1E antagonist	S1P3 agonist	5-HT1A blocker	Fluor 339 460	HTR1E agonist	MMP-13 inhibitor	HER2 expr 66K
1	COc1ccc2oc(C(=O)C3CC3)c(NC(=O)CCCN3C(=O)c4ccccc4C3=O)c2c1	5.1	1.06	5.0	-1.0	0.7	1.13	0.5	-6.0	72.1
2	Cc1ccccc1NC(=O)Nc1cccs1	x	1.03	-6.0	x	23.9	1.11	-0.7	4.9	91.4
3	CS(=O)(=O)Nc1ccc(C(=O)NCc2cccnc2)cc1	-2.2	1.04	-6.9	-0.9	-2.1	1.12	0.2	0.5	89.6
4	CC(C)(C)SCCNC(=O)c1ccc(NS(C)(=O)=O)cc1	-15.7	1.02	0.7	0.0	-4.6	1.17	-0.6	-0.5	92.6
5	CCOc1ccc(C(C)NC(=O)CCC(=O)O)cc1 (configuration not stated)	x	1.03	6.3	-0.8	-0.5	1.15	-0.3	4.0	81.4
6	CSc1ccc(-c2nc(CSCC(=O)N3CCOCC3)c(C)o2)cc1	16.7	1.01	-4.8	-0.3	9.7	1.12	0.5	-8.9	91.0
7	CCOc1ccc(CCNC(=O)CN(C)S(=O)(=O)c2cccc3nsnc23)cc1OCC	6.8	1.04	-9.6	-0.2	-16.6	1.12	0.6	5.6	77.8
8	c1ccc(COc2ccc(OCCCn3cncn3)cc2)cc1	19.2	1.05	-2.5	-1.0	1.1	1.15	-0.5	4.8	99.7
9	O=C(Nc1cccc2c1CCCC2)c1ccc(Br)o1	-9.4	1.01	1.9	-0.3	-1.8	1.11	0.1	-6.2	92.6
10	COn1c(SC2CCCCC2)nc2ccccc2c1=O	5.0	1.02	-16.4	0.5	x	1.14	0.9	-4.8	120.7

Whole records as entered above. Screens in order: S1P1 ag-PAM	A340 absorber	HTR1E antagonist	S1P3 agonist	5-HT1A blocker	Fluor 339 460	HTR1E agonist	MMP-13 inhibitor	HER2 expr 66K
O=C(Nc1cccc2c1CCCC2)c1ccc(Br)o1 as listed: -9.4	1.01	1.9	-0.3	-1.8	1.11	0.1	-6.2	92.6
CS(=O)(=O)Nc1ccc(C(=O)NCc2cccnc2)cc1 as listed: -2.2	1.04	-6.9	-0.9	-2.1	1.12	0.2	0.5	89.6
CSc1ccc(-c2nc(CSCC(=O)N3CCOCC3)c(C)o2)cc1 as listed: 16.7	1.01	-4.8	-0.3	9.7	1.12	0.5	-8.9	91.0
CCOc1ccc(CCNC(=O)CN(C)S(=O)(=O)c2cccc3nsnc23)cc1OCC as listed: 6.8	1.04	-9.6	-0.2	-16.6	1.12	0.6	5.6	77.8
CC(C)(C)SCCNC(=O)c1ccc(NS(C)(=O)=O)cc1 as listed: -15.7	1.02	0.7	0.0	-4.6	1.17	-0.6	-0.5	92.6

(list continues)
#	SMILES	S1P1 ag-PAM	A340 absorber	HTR1E antagonist	S1P3 agonist	5-HT1A blocker	Fluor 339 460	HTR1E agonist	MMP-13 inhibitor	HER2 expr 66K
11	CC1=C(C(=O)Nc2ccccc2C)C(c2ccc(C)o2)C2=C(CCCC2=O)N1 (configuration not stated)	16.1	1.07	-3.3	-1.5	28.7	1.34	0.1	4.6	46.1
12	Cc1onc(-c2ccccc2)c1C(=O)Nc1nc(-c2cc(F)ccc2F)cs1	4.6	1.03	-9.9	0.1	-16.3	1.17	0.5	-5.0	42.2
13	COC(=O)c1ccc2c(c1)nc(C)n2CCO	-4.1	0.98	4.5	0.0	4.3	1.06	0.5	-6.7	102.7
14	CCOC(=O)C(O)(NC(=O)c1cccnc1)C(F)(F)F (configuration not stated)	7.6	1.04	-0.5	-0.9	-2.5	1.1	10.1*	-1.7	103.9
15	CCCSc1ncnc2c1oc1ccccc12	-18.5	1.02	6.8	-0.9	-8.1	1.09	-0.5	0.7	48.4
16	CCCCN(C)C(=O)CCC(=O)Nc1ccc2nc(N3CCOCC3)cc(C)c2c1	-3.1	1.05	6.7	-0.4	13.3	4.75*	-0.1	-94.4[fluorescence artefact?]	94.5
17	CCN1CCN(C(=O)CN(C)S(=O)(=O)c2ccc(OC)cc2)CC1	-5.7	1.08	5.4	-0.7	1.0	1.12	-0.9	3.7	101.0
18	CC(C)Cc1nc2oc3c(NCC4CCCO4)ncnc3c2c2c1CCC2 (configuration not stated)	-30.2	1	13.8	-0.9	-17.7	2.6*	0.6	-37.7	93.3
19	O=C(COc1ccc2ccc(=O)oc2c1)Nc1ccc2c(c1)OCCO2	-1.7	1.08	-10.5	0.4	-4.1	1.7	-0.1	-2.0	120.0
20	Cc1nn(Cc2ccccc2)c(C)c1C(=O)Nc1ccc(N2CCOCC2)cc1	6.3	1	0.1	-0.9	-14.8	1.08	-0.5	0.1	101.4
21	COCCCN=C(c1ccco1)n1c(=S)nc(-c2ccco2)n(CCCOC)c1=S	x	1.25	-10.8	x	-1.5	1.02	1.0	3.5	170.7
22	CCc1ccccc1NC(=O)c1onc(C)c1Cl	-23.3	1.03	-5.2	-0.2	-9.2	0.95	0.5	4.1	105.6
23	Cc1cc(NC(=O)COC(=O)C2CCN(S(=O)(=O)c3ccc(Cl)cc3)CC2)no1	x	0.98	-7.8	x	-12.1	1.1	0.3	2.1	96.1
24	O=C(Nc1ncc2c(n1)CC(c1ccccc1)CC2=O)c1ccco1 (configuration not stated)	4.3	1	8.4	-0.7	15.0	1.04	-1.0	4.0	111.4
25	Cc1ccccc1C(NC(N)=O)c1ccccc1 (configuration not stated)	18.6	1.03	-6.5	-0.2	0.3	1.15	0.2	-0.3	103.7
26	COc1ccc(N2CCN(C(=O)c3ccc4c(c3)OCO4)CC2)cc1	-4.0	1.03	-0.1	-0.7	-7.9	1.08	-0.1	1.9	94.5
27	O=C(Cn1c(NCCCO)nc2ccccc21)c1cccs1	-13.8	1.05	0.8	-0.3	3.0	1.08	0.8	2.5	90.4
28	O=C(CSc1nc2cccnc2n1Cc1ccccc1)NCc1ccco1	14.1	0.98	5.2	-1.0	1.4	1.11	-0.6	2.1	111.1
29	Oc1ccc(-c2onc(C(F)(F)F)c2-c2cscn2)c(O)c1	10.8	0.98	8.4	0.3	-5.7	1.04	0.2	2.7	62.9
30	Cc1ccc(S(=O)(=O)NCc2nc3ccccc3c(=O)n2N)cc1	x	1.06	12.2	-0.6	-9.6	1.1	-0.8	4.0	122.9
31	CCN(CC)c1nc2ccccc2n2cnnc12	-53.2	1.11	22.0	0.2	-0.9	1.05	-0.3	-10.0	90.2
32	Cc1noc(/C=C/N(C)C)c1S(=O)(=O)N1CCCC(C(=O)NCCC2=CCCCC2)C1 (configuration not stated)	-10.4	1.11	-7.0	1.0	8.7	1.01	0.8	-0.4	77.3
33	Cc1cc(C)n(C(=O)c2cccc(S(=O)(=O)N3CCOCC3)c2)n1	-4.6	1.02	5.2	-2.5	7.3	1.07	0.1	3.9	110.7
34	CCCCNC(=O)C1C2C=CC3(CN(Cc4ccc(C)cc4)C(=O)C13)O2 (configuration not stated)	x	1.06	-2.0	x	-1.7	1.1	-1.0	4.3	78.9
35	O=c1cc(-c2ccccc2)[nH]c2nc3ccccc3n12	11.9	1	6.2	1.3	29.4	2.48*	0.0	-72.4	75.0
36	CCCSC1=C(C#N)C(c2ccccc2OCC)CC(=O)N1 (configuration not stated)	0.6	0.99	-5.5	0.1	-7.2	1.07	0.0	0.9	45.8
37	Cc1cc(C)c(NC(=O)Cn2cc3c(n2)CCCC3)c(C)c1	-17.4	0.99	-3.6	-0.5	-9.5	1.01	0.8	4.1	99.2
38	COCCNC(=O)C(c1ccccc1)N(CCOC)C(=O)Cn1nnc2ccccc21 (configuration not stated)	-9.2	1.01	-1.6	0.7	7.1	1.01	3.1	2.8	93.2
39	O=C(Nc1ccccn1)NC(C(F)(F)F)C(F)(F)F	-5.7	1.01	6.7	-2.8	x	1.05	-0.4	-0.9	73.4
40	CCOC(=O)CSc1nnc(-c2cccnc2)n1Cc1ccccc1	x	0.97	6.7	-0.9	3.8	1.04	-0.4	2.0	79.0

Quoted from the listing.
Entry of cpd 36 in 5-HT1A blocker: -7.2
Entry of cpd 35 in MMP-13 inhibitor: -72.4
Entry of cpd 33 in MMP-13 inhibitor: 3.9

Additional compounds follow.
#	SMILES	S1P1 ag-PAM	A340 absorber	HTR1E antagonist	S1P3 agonist	5-HT1A blocker	Fluor 339 460	HTR1E agonist	MMP-13 inhibitor	HER2 expr 66K
41	c1ccc(-c2nn3c(Cn4nnc5ccccc54)nnc3s2)nc1	-20.8	1	4.7	-0.3	-12.5	1.02	-0.5	-0.2	65.7
42	CCOc1cccc2cc(-c3nnc(-c4ccccc4)o3)c(=O)oc12	-12.0	1.07	-5.2	-0.3	-6.7	1.38	-0.5	-2.3	173.9
43	N#Cc1c2c(c(NCc3ccco3)n3c1nc1ccccc13)CCC2	-27.5	1.06	8.2	-0.7	-5.6	1.69	-0.1	-14.1	84.8
44	O=S(=O)(NC1CCCCCC1)c1cccc2cccnc12	-3.4	0.98	7.4	0.2	1.3	1.11	-0.4	3.7	108.7
45	CCOC(=O)c1c(NC(=O)C(F)(OC)C(F)(F)F)sc(C(=O)N2CCCCC2)c1C (configuration not stated)	-43.0	1.08	7.2	-1.4	-10.5	1.03	0.1	1.9	84.4
46	CCOC(=O)CN1CC23C=CC(O2)C(C(=O)NC2CCCCCC2)C3C1=O (configuration not stated)	-4.9	1.01	-2.8	0.8	-16.2	1.06	0.5	-8.0	130.0
47	Cc1ccc2c(c1)-c1c(cnn1CC(=O)O)CO2	-15.9	0.97	2.6	-0.2	-15.6	1.02	-1.6	-0.2	76.7
48	COc1ccc(C(=O)COC(=O)CCn2nnc(-c3cccc(O)c3OC)n2)cc1	-3.9	1.02	3.3	0.5	-4.8	1.16	0.3	-0.8	82.7
49	O=C(c1ccc2c(c1)c(=O)oc1ccccc12)N1CCCCC1	-6.2	1.04	9.0	0.2	-21.3	1.26	0.2	0.0	73.7
50	CC(C)(C)NC(=O)C(c1ccccn1)N(C(=O)c1ccc2c(c1)OCCO2)C1CCCC1 (configuration not stated)	-8.7	0.99	-8.6	0.3	5.5	1.11	-2.1	-4.8	78.6
51	CN1C(=O)CC(N2CCN(c3ccccn3)CC2)C1=O (configuration not stated)	-14.2	1.06	-2.6	-1.7	-2.2	1.13	0.7	-5.4	101.3
52	Cc1nn2c(NCCCN3CCOCC3)c3c(nc2c1-c1ccccc1)CCC3	-8.4	1.02	-1.1	-0.5	-9.3	1.58	0.7	-2.2	88.0
53	CCOC(=O)c1c(NC(C)=O)sc2c1CCCNC2=O	-36.3	0.98	12.5	0.2	-3.6	1.04	-0.2	3.6	89.9
54	CN(Cc1nc2ccccc2c(=O)[nH]1)CC(O)COCc1ccco1 (configuration not stated)	13.6	1.03	9.5	0.1	-6.1	1.09	-0.5	3.6	77.9
55	CC12CCC(C(=O)N3CCCc4ccccc43)(CC1=O)C2(C)C (configuration not stated)	x	1.01	6.6	-0.3	-1.2	1.07	-1.3	0.2	85.0
56	O=C(O)c1ccc(-n2nnnc2Oc2ccccc2C(=O)N2CCOCC2)cc1	x	0.98	-0.2	0.4	-6.9	1.04	-0.4	3.5	67.4
